NF-kB expr up = NF-kB expression increase, human neuronal cells; NF-kB reporter expression; stronger effect = higher value; fold change at 12.5 µM; 190,000 tested, 1.6% active; AID 1239; in the data active = fold change above about 3.3
Hsp70 activator = Hsp70 transcriptional activation, primary screen; HeLa Hsp70 promoter luciferase reporter, luminescence; scaled: vehicle 0, proteasome-inhibitor control 100%; activation, % at 10 µM; 200,000 tested, 0.04% active; AID 1203;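 active = activation above the mean across all tested compounds plus 3 SD, cutoff set per campaign, cut at about 5.5% in these data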;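 note: 100% = MG132 at 30 µM as the positive control and 0% = DMSO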
DTT redox prof = compounds producing H2O2 with reducing agent – biochemical, NIH compound library profiling, artefact control for MLSCN library redox annotation, primary screen; DTT-dependent redox cycling H2O2, phenol red/HRP absorbance; 100% = 100 µM peroxide control, 0% = buffer; activation, % at 10 µM; 200,000 tested, 0.03% active; AID 878;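 active = activation of at least 50% relative to the plate's high and low controls in the primary single-dose screen; inactive = activation below 50%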;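 note: compound incubated with DTT at 0.8 mM final as the reducing agent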
STAT1 inh = reduces IFN-gamma driven STAT1 reporter signal | inhibition, % at 5.5 µM | NIH 3T3 STAT1-luciferase reporter, luminescence | 200,000 tested, 0.35% active;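 active = inhibition above a set limit, the mean inhibition across all tested compounds plus 3 SD, cut at about 34% in these data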;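 note: 0% = IFN-gamma with DMSO and 100% = IFN-gamma with 300 µM nifuroxazide; values of inactives mirror those of a sister screen read the other way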
HMGR II inh = inhibitors of class II HMG-CoA reductase from Enterococcus faecalis. purified E. faecalis HMGR, NADPH absorbance 340 nm kinetic. inhibition, % at 10 µM. 190,000 tested, 0.41% active. AID 1066;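 active = inhibition above a set limit, the median over all tested compounds plus 3 SD, cut at about 9.5% in these data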;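 note: enzyme runs in reverse so mevalonate oxidation gives rising NADPH absorbance; 0% = complete reaction with DMSO and 100% = background rate lacking mevalonate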
STAT3 activator = activators of IL-6 induced STAT3 signaling. AID 871. U3A cells, IL-6 STAT3-luciferase reporter, luminescence; 100% = signal with IL-6 EC80 alone. activation (% of control), % at 5.6 µM. 190,000 tested, 0.91% active;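 active = activation above the screen-wide mean of compound activation plus 3 SD, cut at about 130% in these data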;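 note: 0% = background luminescence of wells with medium and substrate only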
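System – human U3A cells carrying STAT3-luciferase construct · Probe or stimulus – Interleukin-6, 33 ng/mL · Schedule – compound 1 h, then IL-6 6 h at 37 °C · Signal – luminescence from STAT3-driven luciferase reporter · Evaluation – percent of IL-6-only median luminescence · Benchmarks – IL-6-only high control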
STAT1 act = STAT1 signaling activation | NIH 3T3 STAT1-luciferase reporter, IFN-gamma, luminescence; 100% = IFN-gamma alone, no compound | activation (% of control), % at 5.5 µM | 200,000 tested, 2.6% active;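 active = activation above the screen-wide mean activation plus 3 SD, cut at about 130% in these data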;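 note: raw ratio to IFN-gamma control signal so 100% means no change and 0% no light; values of inactives mirror those of a sister screen read the other way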
APP 5'UTR act = activates APP 5'UTR luciferase reporter. SH-SY5Y APP 5'UTR luciferase reporter, luminescence; zero percent = DMSO vehicle wells. activation, % at 2 µM. 190,000 tested, 1% active. AID 1276;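 active = activation above a set limit, based on mean plus 3 SD of controls, cut at about 140% in these data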; note: values of inactives mirror those of a sister screen read the other way
STAT3 blocker = inhibitors of IL-6 induced STAT3 signaling; U3A cells, IL-6 STAT3-luciferase reporter, luminescence; host cell line lacks STAT1; inhibition, % at 5.5 µM; 190,000 tested, 0.89% active;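 active = inhibition above the mean inhibition across all screened compounds plus 3 SD, cut at about 44% in these data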;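 note: 0% = DMSO only wells and 100% = 100 µM nifuroxazide control wells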
TLR4 MyD88 comp = blocks binding of human TLR4 to MyD88; O00206+Q99836; HeLa CL3-4 TLR4/MyD88 BLA complementation, FRET ratio; inhibition, % at 8.4 µM; 200,000 tested, 0.18% active; AID 861; in the data active = inhibition above about 25%;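 note: 0% = vehicle and 100% = reference inhibitor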
Target sequence (O00206 whole entry, looked up): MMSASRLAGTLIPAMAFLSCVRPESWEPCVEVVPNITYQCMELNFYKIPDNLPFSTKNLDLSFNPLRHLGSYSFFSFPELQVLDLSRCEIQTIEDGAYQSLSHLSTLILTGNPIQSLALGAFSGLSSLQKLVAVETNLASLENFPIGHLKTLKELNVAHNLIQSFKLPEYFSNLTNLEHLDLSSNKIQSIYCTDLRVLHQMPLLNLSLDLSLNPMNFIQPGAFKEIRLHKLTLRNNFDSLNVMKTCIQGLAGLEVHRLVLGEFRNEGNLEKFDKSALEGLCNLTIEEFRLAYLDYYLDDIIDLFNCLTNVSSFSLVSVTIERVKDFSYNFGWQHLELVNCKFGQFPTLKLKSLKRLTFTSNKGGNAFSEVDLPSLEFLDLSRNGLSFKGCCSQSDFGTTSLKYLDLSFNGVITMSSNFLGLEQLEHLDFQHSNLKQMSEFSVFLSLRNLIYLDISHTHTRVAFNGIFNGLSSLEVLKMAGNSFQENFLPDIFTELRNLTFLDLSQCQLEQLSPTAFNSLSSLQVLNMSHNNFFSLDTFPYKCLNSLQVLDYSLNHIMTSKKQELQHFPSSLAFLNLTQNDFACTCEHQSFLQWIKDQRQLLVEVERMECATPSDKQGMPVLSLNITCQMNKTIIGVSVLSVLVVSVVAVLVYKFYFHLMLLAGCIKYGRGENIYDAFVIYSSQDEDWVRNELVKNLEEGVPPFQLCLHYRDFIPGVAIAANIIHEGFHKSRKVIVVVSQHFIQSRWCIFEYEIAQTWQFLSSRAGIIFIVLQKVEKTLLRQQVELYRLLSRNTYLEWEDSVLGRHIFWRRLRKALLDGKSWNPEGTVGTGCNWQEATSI
Target sequence (Q99836 whole entry, looked up): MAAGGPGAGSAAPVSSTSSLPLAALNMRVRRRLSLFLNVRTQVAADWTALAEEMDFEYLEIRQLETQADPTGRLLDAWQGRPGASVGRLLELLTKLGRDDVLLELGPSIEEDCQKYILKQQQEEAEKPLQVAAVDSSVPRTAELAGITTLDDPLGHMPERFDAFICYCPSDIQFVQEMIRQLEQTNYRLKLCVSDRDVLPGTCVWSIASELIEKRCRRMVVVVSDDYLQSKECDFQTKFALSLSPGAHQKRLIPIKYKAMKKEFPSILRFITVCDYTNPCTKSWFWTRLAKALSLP
Numbers without * were called inactive; . = not tested or not shown.

nr	SMILES	STAT3 activator	STAT1 act	STAT3 blocker	STAT1 inh	Hsp70 activator	APP 5'UTR act	DTT redox prof	TLR4 MyD88 comp	HMGR II inh	NF-kB expr up
1	c1ccc(-c2nc3ccccc3o2)nc1	98	126	6	-28	0.4	48	-1.2	5	-3	1.4
2	CSCCC(NC(N)=O)C(=O)N(C)CC(=O)Nc1cc(C)ccc1C (stereo not drawn)	103	102	-2	1	-0.2	0	0.1	-1	0	0.98
3	c1ccc(OCCSc2nnnn2C2CCCCC2)cc1	111	133*	-2	-36	-0.2	142*	-0.5	-17	.	.
4	Cc1cc(Cl)ccc1OCC(=O)NNC(=O)C1CCCO1 (stereo not drawn)	98	103	14	-4	0.2	10	-0.4	9	-4	1.2
5	CCSc1ncc(C)cc1[N+](=O)[O-]	99	106	1	-6	-0.2	-8	0.4	4	-2	1.1
6	O=C(CNC(=O)c1cnccn1)Nc1ccc(F)c(F)c1F	107	96	-4	5	0.0	-4	-0.4	1	0	1.1
7	CCOc1ccc(NC(=O)CN(c2ccc(OCC)cc2)S(=O)(=O)c2c(C)[nH]c(=O)[nH]c2=O)cc1	104	100	-3	-2	-0.2	-15	0.3	-9	-5	1.4
8	COc1ccccc1/C=N/NC(=O)C(=O)Nc1ccccc1OC(F)(F)C(F)F	95	98	8	2	-0.2	-32	0.0	-5	-5	1.1
9	Cn1c(SCc2nc3cc(C(=O)O)ccc3c(=O)[nH]2)nnc1C(F)(F)F	100	92	5	6	-0.3	22	0.2	14	-4	1
10	CC1Cc2ccccc2N1C(=O)CSc1nnnn1C (stereo not drawn)	106	101	-10	-1	0.0	6	0.3	16	-1	1.3
11	CCOc1ccccc1C(=O)N(CN1CCCC1=O)c1cccc(Cl)c1	105	101	-3	-1	0.0	-1	-1.0	3	-2	1.1
12	COc1ccc(CN(C)Cc2ccccc2)c(OC)c1OC	92	96	13	5	-0.1	20	0.1	-7	-3	0.93
13	Cc1ccc(C(=O)N2c3ccccc3CC2C)o1 (stereo not drawn)	92	148*	14	-58	0.1	134	0.4	3	2	1.1
14	CCN(CC)c1ccc(C(=O)OCC(=O)N(C)Cc2ccccc2)cc1	102	102	2	-2	-0.4	-12	-1.6	5	-7	1.3
15	Cc1nc(=O)c(-c2ccccc2)c(C)n1-c1ccccc1O	98	96	9	3	0.3	18	-0.7	6	4	1
16	COc1ccc(NC(=O)COC(=O)c2ccncc2)c(OC)c1	106	100	0	-2	-0.1	10	-1.9	2	1	1.1
17	CCOC(=O)CCC(=O)NCc1ccc2c(c1)cc(C)n2C	100	95	5	6	-0.1	4	-2.3	-6	-2	0.96
18	CSc1ccc(S(=O)(=O)Nc2ccc(F)cc2)cc1	89	102	16	4	0.2	.	0.7	19	-2	1.1
19	COc1ccc(CSc2nncn2C)cc1F	105	103	0	-5	-0.3	25	-0.1	4	-7	1
20	O=C(N/N=C\c1cccc(Cl)c1)c1ccc(Cn2cccn2)o1	100	107	2	-8	-0.3	3	0.1	-2	-8	1.3
21	CCSc1nnc(-c2ccccc2SC)o1	91	104	19	-4	-0.2	4	0.1	-8	5	1.3
22	CN(C)CCCOc1ccc(Cl)cc1Br	103	92	3	9	-0.3	19	0.1	-8	2	1
23	NC(=O)Cc1ccc(C(=O)c2ccc(F)cc2)s1	104	106	0	-7	0.0	-12	-0.9	-5	-1	1.2
24	COc1ccc(NC2=NCC(=O)N2Cc2cccs2)cc1	99	91	5	10	-0.1	18	2.6	-5	-9	1.1
25	CCCCCOc1ccc(OC(=O)c2ccncc2)cc1	101	105	2	-6	-0.2	-12	2.5	-1	-2	3.8*
26	Nc1c(C(=O)O)ccc2c1C(=O)c1ccccc1C2=O	98	95	2	5	-0.2	-3	0.6	-1	1	1.1
27	CCOC(=O)Cc1cc(=O)n(-c2nc3ccccc3s2)[nH]1	124	101	-21	0	-0.4	9	-0.5	-6	1	0.9
28	O=C(Nc1cccc(C(F)(F)F)c1)C(=O)N1CCCCC1	100	124	6	-29	0.1	18	0.7	-7	2	1.9
29	S=C(NCCN1CCOCC1)Nc1ccc(Nc2ccccc2)cc1	97	96	8	3	-0.1	11	-0.1	4	-4	0.98
30	CCC(C)(C(=O)NC1CCCC1)N(CC1CCCO1)C(=O)CNC(=O)c1ccccc1 (stereo not drawn)	92	102	16	-1	0.1	3	-3.0	16	-1	0.97
31	CC(C)(C)NC(=O)CSC(=Nc1ccc(F)cc1)NC#N	96	93	8	8	0.0	21	-6.8	2	.	1
32	CCOC(=O)C1CCN(C(=O)c2c(-c3c(Cl)cccc3Cl)noc2C)CC1	106	102	-5	-2	-0.1	-11	2.6	-2	-3	1.1
33	CCOC(=O)C1(Cc2cccc(F)c2)CCN(Cc2cnn(CC)c2C)CC1	94	89	11	11	0.0	-10	-0.2	4	0	0.95
34	COCCN(C(=S)Nc1ccccc1OC)C1CCN(C(C)=O)CC1	98	105	0	-6	0.2	-22	0.5	13	-2	1.1
35	CCOc1ccc(C2C(C(=O)NC)=C(C)Nc3nc4ccccc4n32)cc1OC (stereo not drawn)	107	104	-3	-4	-0.4	-12	-0.8	-1	.	.
36	CCOC(=O)NC(=O)c1cn(C(CC)CO)c(=O)[nH]c1=O (stereo not drawn)	89	96	13	5	-0.2	-1	-0.6	2	-2	1.1

Of the compounds above, 7 have an aryl thioether with sulfur outside any ring:
nr	SMILES	STAT3 activator	STAT1 act	STAT3 blocker	STAT1 inh	Hsp70 activator	APP 5'UTR act	DTT redox prof	TLR4 MyD88 comp	HMGR II inh	NF-kB expr up
3	c1ccc(OCCSc2nnnn2C2CCCCC2)cc1	111	133*	-2	-36	-0.2	142*	-0.5	-17	.	.
5	CCSc1ncc(C)cc1[N+](=O)[O-]	99	106	1	-6	-0.2	-8	0.4	4	-2	1.1
9	Cn1c(SCc2nc3cc(C(=O)O)ccc3c(=O)[nH]2)nnc1C(F)(F)F	100	92	5	6	-0.3	22	0.2	14	-4	1
10	CC1Cc2ccccc2N1C(=O)CSc1nnnn1C (stereo not drawn)	106	101	-10	-1	0.0	6	0.3	16	-1	1.3
18	CSc1ccc(S(=O)(=O)Nc2ccc(F)cc2)cc1	89	102	16	4	0.2	.	0.7	19	-2	1.1
19	COc1ccc(CSc2nncn2C)cc1F	105	103	0	-5	-0.3	25	-0.1	4	-7	1
21	CCSc1nnc(-c2ccccc2SC)o1	91	104	19	-4	-0.2	4	0.1	-8	5	1.3

Next section
nr	SMILES	STAT3 activator	STAT1 act	STAT3 blocker	STAT1 inh	Hsp70 activator	APP 5'UTR act	DTT redox prof	TLR4 MyD88 comp	HMGR II inh	NF-kB expr up
37	Fc1ccccc1CSc1ncnc2c1oc1ccccc12	94	93	16	8	-0.2	11	3.0	-4	0	2.8
38	Cn1cnnc1SCCCN1C(=O)c2cccc3cccc(c23)C1=O	92	108	15	-9	0.0	12	-1.2	13	-2	.
39	CC(=O)Nc1ccc(S(=O)(=O)NCCc2ccccn2)cc1	105	105	3	-5	-0.2	-1	-0.6	4	-1	1.1
40	Cc1ccc(C(C)C)c(OCc2ccc(C(=O)N/N=C/c3ccc(O)c(O)c3)cc2)c1	95	100	4	0	-0.7	-50	0.8	-2	4	1.2
41	COc1cccc(NC(=O)COc2cccc(-n3cnnn3)c2)c1	96	103	9	-5	-0.5	6	-0.7	-8	-2	0.73
42	Cc1ccnc(N2CCC(C(=O)Nc3ccc(Oc4ccccc4)cc3)CC2)n1	95	100	11	0	-0.1	7	2.6	-6	0	1.2
43	COC(=O)[C@@]1(Cc2ccc(OC)cc2)[C@H]2c3cc(C(=O)N(C)C)n(C[C@H](O)CO)c3C[C@H]2CN1C(=O)c1ccccc1	91	100	8	0	-0.4	-9	-0.7	-5	-10	1.2
44	COc1ccc(C(=O)C(Cc2cc(C(C)=O)ccc2OC)N2CCCC2)cc1 (stereo not drawn)	104	104	4	-6	-0.2	22	0.7	-14	-6	0.94
45	CC(=O)N1CCC2(CC1)CC(=O)c1cc(OCC(=O)NCc3ccco3)ccc1O2	103	94	-2	6	0.1	-13	0.6	-2	-1	0.95
46	O=C(CSc1n[nH]c(-c2ccncc2)n1)NC1CCS(=O)(=O)C1 (stereo not drawn)	102	105	3	-6	-0.1	2	3.0	4	-2	0.92
47	O=[N+]([O-])c1cc(/C=N/O)ccc1SCc1ccccc1	110	109	-11	-10	-0.1	-11	-6.0	5	-10	1.2
48	CC(=O)Oc1cc2c(C(C)=O)coc2c2ccccc12	88	96	17	0	-0.3	.	0.5	5	-4	1.6
49	Cc1ccc(S(=O)(=O)N(c2cccc(C(F)(F)F)c2)C2C=CS(=O)(=O)C2)cc1 (stereo not drawn)	108	101	-3	-3	-0.3	125	0.3	9	-1	1.1
50	COc1ccc(NC(=O)/C(=C\c2ccc3c(c2)OCO3)NC(C)=O)cc1	95	94	5	6	-0.5	7	0.0	6	0	1.1
51	S=C(Nc1ccc(Br)cc1Cl)N1CCC2(CC1)OCCO2	104	116	1	-18	-0.1	10	-0.6	-14	-6	1.6
52	Cc1ccc(N2C(=O)c3ccccc3C2Nc2ccc(S(=O)(=O)N3CCCCC3)cc2)nc1 (stereo not drawn)	109	95	-6	6	-0.5	-3	-1.5	7	-6	0.78

Screens deposited in PubChem by several laboratories.
